ABCB6 inh 2 – ABCB6 transporter inhibitors, primary screen, K562-ABCB6 cells, flow cytometry, MLPCN library; ATP-binding cassette sub-family B member 6 (Homo sapiens), Q9NP58; K562-ABCB6 porphyrin accumulation, 1 h; active compounds read low; fluorescence ratio to DMSO, % at 10 µM; hit rate 0.19% among 360,000; AID 602162, 2011;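 active = fluorescence ratio to DMSO below 75%, the collection mean minus 3 SD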;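 note: signal is porphyrin accumulated inside mitochondria; 100% equals median channel fluorescence of DMSO control wells; lower ratio means ABCB6 inhibition with less porphyrin fluorescence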
ABHD5-PLIN5 inh – ABHD5-PLIN5 interaction inhibitors, primary screen, cell lysate, split luciferase complementation, luminescence. AID 602281, 2012. Perilipin-5 (Homo sapiens) + 1-acylglycerol-3-phosphate O-acyltransferase ABHD5 (Homo …. inhibition, % at 4 µM. Split G. princeps luciferase complementation, 4 h. hit rate 0.78% among 360,000;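 active = inhibition above the mean inhibition across every tested compound plus 3 SD, cut at about 22% in these data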;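 note: 0% = DMSO only wells and the 100% control is not disclosed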
Target sequence (Q00G26 whole entry, looked up): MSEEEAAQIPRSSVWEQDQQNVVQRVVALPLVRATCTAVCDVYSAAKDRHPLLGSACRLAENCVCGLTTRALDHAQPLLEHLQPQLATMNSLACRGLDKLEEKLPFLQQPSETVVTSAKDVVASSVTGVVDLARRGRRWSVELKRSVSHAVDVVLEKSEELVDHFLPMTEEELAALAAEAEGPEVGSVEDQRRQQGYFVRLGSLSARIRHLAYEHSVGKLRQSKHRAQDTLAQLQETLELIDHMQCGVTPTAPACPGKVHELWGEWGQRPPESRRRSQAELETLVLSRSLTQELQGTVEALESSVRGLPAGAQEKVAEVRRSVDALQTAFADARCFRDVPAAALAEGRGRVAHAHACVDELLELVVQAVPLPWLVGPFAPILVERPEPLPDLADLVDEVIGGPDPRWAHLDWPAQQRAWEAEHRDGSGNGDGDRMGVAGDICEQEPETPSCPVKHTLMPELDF
Target sequence (Q8WTS1 whole entry, looked up): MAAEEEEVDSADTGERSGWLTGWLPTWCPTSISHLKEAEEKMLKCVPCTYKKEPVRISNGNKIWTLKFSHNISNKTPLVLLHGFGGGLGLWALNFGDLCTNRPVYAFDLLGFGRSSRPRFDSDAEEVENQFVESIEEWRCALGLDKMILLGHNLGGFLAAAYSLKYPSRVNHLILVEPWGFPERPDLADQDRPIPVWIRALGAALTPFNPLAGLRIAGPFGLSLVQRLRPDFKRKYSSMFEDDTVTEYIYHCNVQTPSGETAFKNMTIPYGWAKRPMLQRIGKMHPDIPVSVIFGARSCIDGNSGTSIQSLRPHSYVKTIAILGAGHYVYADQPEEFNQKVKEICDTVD
TLR9-MyD88 inh – inhibitors of TLR9-MyD88 association in cells, primary screen, cell-based, CHO, BLA complementation, fluorescence; Toll-like receptor 9 (Homo sapiens) + Myeloid differentiation primary response protein …; CCF4 FRET ratio; inhibition, % at 4.98 µM; hit rate 0.21% among 340,000; AID 504734, 2011;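 active = inhibition above the mean over all tested compounds plus 3 SD, cut at about 21% in these data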;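 note: 0% = DMSO only wells and 100% = clavulanate BLA inhibitor control wells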
aDG glyco up – activators of alpha-DG glycosylation, primary screen, uHTS, Pro5-aDG cells, AlphaScreen; hit rate 0.22% among 360,000; alpha-DG glycosylation AlphaScreen (IIH6); 0% Pro5, 100% B10-LARGE cell signal; activation, % at 10 µM; AID 624168, 2012;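 active = activation of at least 8% versus controls, or a plate z-score of at least 8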;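 note: Pro5 are CHO cells carrying HIG-tagged alpha-DG that lacks glycosylation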
MC4R barr agon – MC4R agonists recruiting beta-arrestin, primary screen, cell-based, luminescence, agonist arm of biased-ligand search; Melanocortin receptor 4 (Homo sapiens), P32245; U2OS MC4R beta-arrestin complementation; percent of melanotan II response, DMSO zero; activation, % at 8.9 µM; hit rate 0.98% among 360,000;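 active = activation above a per-plate cutoff, the mean activation of sample wells on that plate plus 3 SD, cut at about 8% in these data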
NOD2 RIPK2 PPI – NOD2-RIPK2 binding disruptors in cells, primary screen, fluorescence, CHO cells, BLA complementation | CCF4 ratio | hit rate 0.38% among 360,000 | AID 624267, 2012 | inhibition, % at 4.98 µM; in the data active = inhibition above about 21%;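 note: 0% = vehicle only and 100% = reference blocker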
Exocytosis inh – LAMP-1 surface exposure blockers, TALL-104 cells – cell-based, flow cytometry, MLPCN library, primary screen; TALL-104 LAMP-1 surface exposure; cells stimulated with thapsigargin and PMA; hit rate 0.66% among 360,000; inhibition, % at 10 µM; AID 651702, 2012;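 active = inhibition above about 55%, limit read from the data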
MC4R antag cAMP – MC4R antagonists of cAMP signaling, primary screen, cell-based, TR-FRET, antagonist arm of biased-ligand search | AID 540295, 2011 | inhibition, % at 6.5 µM | MC4R-expressing cells, MTII-stimulated cAMP, LANCE TR-FRET | hit rate 0.48% among 360,000;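 active = inhibition above its plate's cutoff, the mean of tested wells on that plate plus 3 SD, cut at about 29% in these data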;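 note: 0% = Melanotan II alone and 100% = Melanotan II plus saturating MCL0020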
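Assay system: U2OS cells stably expressing human melanocortin 4 receptor (MC4R) / Dosing: 6.5 µM / Timing: compound 30 min, challenge 1 h, detection 1 h / Measured by: Eu-cAMP/anti-cAMP TR-FRET, emission 671 nm / Replicates: singlicate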
N-glyco inh – increase of ERlucT glycosylation luciferase signal, primary screen, N-linked glycosylation inhibitor project, D54 ERlucT cells, luminescence, set 2; hit rate 0.23% among 360,000; reporter increase, % at 12.5 µM; D54 ERlucT glycosylation luciferase reporter, 24 h; percent of 100 nM tunicamycin response;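 active = mean luciferase reporter signal, scaled so untreated is 0 and the glycosylation-blocking control 100, at or above a set limit in every replicate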;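 note: luciferase carries N-glycosylation sites so blocking glycosylation raises the light; 0% = median of neutral control wells and 100% = median of 100 nM tunicamycin wells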
Vif inh – HIV Vif self-association inhibitors, primary screen, imaging, HEK293T, single point. HEK293T cells, Vif self-association by quenched fluorescence, 24 h. inhibition, % at 7.49 µM. hit rate 0.35% among 340,000. AID 602346, 2012; in the data active = inhibition above about 50%, passing the limit was not always enough; note: some results filed as inactive read as strong as hits
Active calls of the source: *.

For CCOC(=O)N1CCN(C(=O)CCCn2c(=S)[nH]c3ccc(Br)cc3c2=O)CC1 the results were ABCB6 inh 2 88, ABHD5-PLIN5 inh 4, TLR9-MyD88 inh 1, aDG glyco up 0.0, MC4R barr agon -0.6, NOD2 RIPK2 PPI -5, Exocytosis inh -1, MC4R antag cAMP -1, N-glyco inh 0 and Vif inh -1.
For CCCCNC1=CC(=O)C(NCCCC)=CC1=O the results were ABCB6 inh 2 100, ABHD5-PLIN5 inh -8, TLR9-MyD88 inh -18, aDG glyco up 0.6, MC4R barr agon 0.1, NOD2 RIPK2 PPI -6, Exocytosis inh 0, MC4R antag cAMP -10, N-glyco inh 2 and Vif inh -6.
Screening CCc1ccc(-c2cc(C(=O)N/N=C/c3c[nH]c4ccccc34)[nH]n2)cc1 returned ABCB6 inh 2 90, ABHD5-PLIN5 inh 3, TLR9-MyD88 inh -10, aDG glyco up -0.1, MC4R barr agon 2.3, NOD2 RIPK2 PPI 1, Exocytosis inh 5, MC4R antag cAMP -6, N-glyco inh 4 and Vif inh -1.
For O=C(CCN1C(=O)C2C3C=CC(C3)C2C1=O)N1CCN(c2ccccc2Cl)CC1 (configuration not stated) the results were ABCB6 inh 2 92, ABHD5-PLIN5 inh -3, TLR9-MyD88 inh -8, aDG glyco up 0.0, MC4R barr agon 0.1, NOD2 RIPK2 PPI -2, Exocytosis inh 10, MC4R antag cAMP 4, N-glyco inh 0 and Vif inh 12.
For COc1ccc(CN2CCNC(=O)C2CC(=O)N2CCc3ccccc3C2)c(OC)c1 (configuration not stated) the results were ABCB6 inh 2 100, ABHD5-PLIN5 inh 1, TLR9-MyD88 inh 11, aDG glyco up -0.3, MC4R barr agon -1.7, NOD2 RIPK2 PPI -12, Exocytosis inh -5, MC4R antag cAMP 16, N-glyco inh 1 and Vif inh 8.
`O=C(Nc1ccc(S(=O)(=O)N2CCCC2)cc1)c1ccccc1` gave ABCB6 inh 2 100, ABHD5-PLIN5 inh -1, TLR9-MyD88 inh 4, aDG glyco up -0.1, MC4R barr agon -3.2, NOD2 RIPK2 PPI 1, Exocytosis inh 0, MC4R antag cAMP 6, N-glyco inh -1 and Vif inh -10.
NS(=O)(=O)c1cccc(NC(=O)CSc2nnnn2-c2ccccc2)c1 was read as ABCB6 inh 2 86, ABHD5-PLIN5 inh 0, TLR9-MyD88 inh -1, aDG glyco up 0.0, MC4R barr agon 0.7, NOD2 RIPK2 PPI -8, Exocytosis inh 0, MC4R antag cAMP 1, N-glyco inh -1 and Vif inh -1.
CCOc1cc2[nH]c(=S)n(CCc3ccc(OC)c(OC)c3)c(=O)c2cc1OCC was read as ABCB6 inh 2 100, ABHD5-PLIN5 inh 5, TLR9-MyD88 inh 1, aDG glyco up -0.6, MC4R barr agon 1.1, NOD2 RIPK2 PPI -11, Exocytosis inh 1, MC4R antag cAMP 16, N-glyco inh -7 and Vif inh 0.
Screening COc1ccc(C(=O)CSc2nc3nc(C)cc(C)n3n2)cc1OC returned ABCB6 inh 2 109, ABHD5-PLIN5 inh 2, TLR9-MyD88 inh 2, aDG glyco up 0.0, MC4R barr agon -2.0, NOD2 RIPK2 PPI -8, Exocytosis inh 2, MC4R antag cAMP -2, N-glyco inh 1 and Vif inh 2.
Screening NC(=O)C1CCN(C(=O)c2ccc3c(=O)n(Cc4ccco4)c(SCC(=O)c4ccccc4)nc3c2)CC1 returned ABCB6 inh 2 96, ABHD5-PLIN5 inh 6, TLR9-MyD88 inh 2, aDG glyco up 0.0, MC4R barr agon 0.7, NOD2 RIPK2 PPI 6, Exocytosis inh 0, MC4R antag cAMP 10, N-glyco inh 1 and Vif inh -6.
Screening CC(=O)CSc1ncnc2sc3c(c12)CCC3 returned ABCB6 inh 2 99, ABHD5-PLIN5 inh -5, TLR9-MyD88 inh -1, aDG glyco up -0.2, MC4R barr agon -1.1, NOD2 RIPK2 PPI 4, Exocytosis inh -3, MC4R antag cAMP 5, N-glyco inh -2 and Vif inh 0.
Screening COc1ccc(-n2c3c(cc(C(=O)Nc4cccc(C)n4)c2=O)C(=O)CC(C)(C)C3)cc1 returned ABCB6 inh 2 108, ABHD5-PLIN5 inh -3, TLR9-MyD88 inh -1, aDG glyco up -0.1, MC4R barr agon -1.5, NOD2 RIPK2 PPI -3, Exocytosis inh -5, MC4R antag cAMP -1, N-glyco inh -2 and Vif inh -2.
For Cc1cc2nc(-c3ccc(SCC(=O)Nc4ccc5c(c4)OCCO5)nc3)[nH]c2cc1C the results were ABCB6 inh 2 99, ABHD5-PLIN5 inh 4, TLR9-MyD88 inh -7, aDG glyco up 0.8, MC4R barr agon 1.1, NOD2 RIPK2 PPI -2, Exocytosis inh 27, MC4R antag cAMP 18, N-glyco inh -9 and Vif inh -4.
O=S(=O)(c1ccccc1)N1CCSC1c1ccco1 (configuration not stated) was read as ABCB6 inh 2 102, ABHD5-PLIN5 inh -5, TLR9-MyD88 inh -1, aDG glyco up 0.0, MC4R barr agon -1.1, NOD2 RIPK2 PPI 4, Exocytosis inh 0, MC4R antag cAMP -2, N-glyco inh -3 and Vif inh 3.
Screening O=P(CCCO)(Cc1ccccc1)Cc1ccccc1 returned ABCB6 inh 2 94, ABHD5-PLIN5 inh 6, TLR9-MyD88 inh -2, aDG glyco up -0.1, MC4R barr agon -0.1, NOD2 RIPK2 PPI -6, Exocytosis inh -7, MC4R antag cAMP 2, N-glyco inh 1 and Vif inh -20.
For CCN(CC)c1ccc(C(=O)OCc2c(C)noc2C)cc1 the results were ABCB6 inh 2 97, ABHD5-PLIN5 inh 3, TLR9-MyD88 inh 8, aDG glyco up 0.1, MC4R barr agon -3.7, NOD2 RIPK2 PPI 1, Exocytosis inh 0, MC4R antag cAMP 3, N-glyco inh 3 and Vif inh 1.
`CCn1nc(NC(=O)COC)c2cc3cccc(C)c3nc21` gave ABCB6 inh 2 100, ABHD5-PLIN5 inh -8, TLR9-MyD88 inh -4, aDG glyco up 0.6, MC4R barr agon -0.4, NOD2 RIPK2 PPI -2, Exocytosis inh 1, MC4R antag cAMP -9, N-glyco inh 2 and Vif inh -13.
`CCNCc1nc2cc(OC)c(OC)cc2c(=O)[nH]1` gave ABCB6 inh 2 95, ABHD5-PLIN5 inh 6, TLR9-MyD88 inh -12, aDG glyco up -0.1, MC4R barr agon 1.5, NOD2 RIPK2 PPI -6, Exocytosis inh 7, MC4R antag cAMP -5, N-glyco inh 3 and Vif inh 0.
`COC(=O)c1cccc(NC(=S)Nc2cccc(Cl)c2Cl)c1` gave ABCB6 inh 2 100, ABHD5-PLIN5 inh -7, TLR9-MyD88 inh -5, aDG glyco up -0.2, MC4R barr agon -1.7, NOD2 RIPK2 PPI -1, Exocytosis inh -3, MC4R antag cAMP 9, N-glyco inh 3 and Vif inh 25.
Screening COc1ccc(-c2nc(N)ncc2-c2ccc(Cl)cc2)c(O)c1 returned ABCB6 inh 2 96, ABHD5-PLIN5 inh 3, TLR9-MyD88 inh 6, aDG glyco up -0.2, MC4R barr agon 4.4, NOD2 RIPK2 PPI 9, Exocytosis inh 15, MC4R antag cAMP -2, N-glyco inh -5 and Vif inh -13.
O=C(Nc1ccon1)c1sc2cc(Cl)ccc2c1Cl was read as ABCB6 inh 2 100, ABHD5-PLIN5 inh -4, TLR9-MyD88 inh -2, aDG glyco up -0.2, MC4R barr agon 0.1, NOD2 RIPK2 PPI -5, Exocytosis inh -4, MC4R antag cAMP 3, N-glyco inh -1 and Vif inh 24.
O=C(O)CN1CCN(Cc2ccc(F)cc2Cl)C1=O was read as ABCB6 inh 2 96, ABHD5-PLIN5 inh -2, TLR9-MyD88 inh 2, aDG glyco up -0.1, MC4R barr agon -0.4, NOD2 RIPK2 PPI 10, Exocytosis inh 1, MC4R antag cAMP 6 and N-glyco inh 1.
`CC(=O)c1ccc(OCc2ccc(C(=O)c3ccccc3)cc2)cc1` gave ABCB6 inh 2 89, ABHD5-PLIN5 inh -1, TLR9-MyD88 inh -13, aDG glyco up 6.4, MC4R barr agon -1.4, NOD2 RIPK2 PPI -15, Exocytosis inh -7, MC4R antag cAMP -2, N-glyco inh -5 and Vif inh -6.
COC(=O)c1cc2c(N)c(C(=O)c3ccccc3)sc2nc1C(OC)OC was read as ABCB6 inh 2 98, ABHD5-PLIN5 inh 0, TLR9-MyD88 inh 2, aDG glyco up -0.1, MC4R barr agon -1.3, NOD2 RIPK2 PPI -1, Exocytosis inh 1, MC4R antag cAMP -8, N-glyco inh -1 and Vif inh -8.
Screening Cc1nc(/N=C(\N)NC(=O)N2c3ccccc3Sc3ccccc32)nc2ccccc12 returned ABCB6 inh 2 96, ABHD5-PLIN5 inh -6, TLR9-MyD88 inh -4, aDG glyco up -0.1, MC4R barr agon -3.4, NOD2 RIPK2 PPI -1, Exocytosis inh 4, MC4R antag cAMP -7, N-glyco inh -3 and Vif inh -2.
Cc1cc(C)c(C#N)c(SCc2ccccc2)n1 was read as ABCB6 inh 2 98, ABHD5-PLIN5 inh 6, TLR9-MyD88 inh -8, aDG glyco up 1.1, MC4R barr agon 6.8, NOD2 RIPK2 PPI -3, Exocytosis inh -3, MC4R antag cAMP -15, N-glyco inh -6 and Vif inh 3.
`Cc1c(C(=O)N2CCN(Cc3ccccc3)CC2)oc2c1C(=O)CC(C)(C)C2` gave ABCB6 inh 2 97, ABHD5-PLIN5 inh -3, TLR9-MyD88 inh -2, aDG glyco up -0.1, MC4R barr agon -0.7, NOD2 RIPK2 PPI -9, Exocytosis inh 11, MC4R antag cAMP 7, N-glyco inh 0 and Vif inh -3.
For COc1ccc(C2(O)C(=O)Nc3ccc(C)cc32)cc1OC (configuration not stated) the results were ABCB6 inh 2 95, ABHD5-PLIN5 inh -3, TLR9-MyD88 inh 4, aDG glyco up 0.2, MC4R barr agon -0.2, NOD2 RIPK2 PPI 1, Exocytosis inh -6, MC4R antag cAMP -3, N-glyco inh 1 and Vif inh 1.
Screening O=C(CN(Cc1ccccc1Cl)C(=O)c1csnn1)NCc1ccc2c(c1)OCO2 returned ABCB6 inh 2 99, ABHD5-PLIN5 inh -2, TLR9-MyD88 inh 4, aDG glyco up 0.1, MC4R barr agon -2.2, NOD2 RIPK2 PPI -2, Exocytosis inh 18, MC4R antag cAMP 6, N-glyco inh -1 and Vif inh 3.

Only part of the results is shown (hit frequency here may not be typical).
